L3MBTL1 block – qHTS Assay for the Inhibitors of L3MBTL1 | Lethal(3)malignant brain tumor-like protein 1 (Homo sapiens), Q9Y468 | AID 485360, 2010 | AlphaScreen L3MBTL1–H3K9me1 peptide binding | actives 0.66% (n = 230,000) | Potency, µM (series often up to 57.1 µM), inactives show top-dose activity, negative = inhibition, most hits filed as inhibitors; active means well fitted inhibition curve with a large enough effect; inconclusive means small, poorly fitted or top-dose-only effect; inactive means no such curve, though single readings can be large or run the other way; further: nearly all actives have a fitted effect of over 60% in size
Target sequence (Q9Y468 whole entry, looked up): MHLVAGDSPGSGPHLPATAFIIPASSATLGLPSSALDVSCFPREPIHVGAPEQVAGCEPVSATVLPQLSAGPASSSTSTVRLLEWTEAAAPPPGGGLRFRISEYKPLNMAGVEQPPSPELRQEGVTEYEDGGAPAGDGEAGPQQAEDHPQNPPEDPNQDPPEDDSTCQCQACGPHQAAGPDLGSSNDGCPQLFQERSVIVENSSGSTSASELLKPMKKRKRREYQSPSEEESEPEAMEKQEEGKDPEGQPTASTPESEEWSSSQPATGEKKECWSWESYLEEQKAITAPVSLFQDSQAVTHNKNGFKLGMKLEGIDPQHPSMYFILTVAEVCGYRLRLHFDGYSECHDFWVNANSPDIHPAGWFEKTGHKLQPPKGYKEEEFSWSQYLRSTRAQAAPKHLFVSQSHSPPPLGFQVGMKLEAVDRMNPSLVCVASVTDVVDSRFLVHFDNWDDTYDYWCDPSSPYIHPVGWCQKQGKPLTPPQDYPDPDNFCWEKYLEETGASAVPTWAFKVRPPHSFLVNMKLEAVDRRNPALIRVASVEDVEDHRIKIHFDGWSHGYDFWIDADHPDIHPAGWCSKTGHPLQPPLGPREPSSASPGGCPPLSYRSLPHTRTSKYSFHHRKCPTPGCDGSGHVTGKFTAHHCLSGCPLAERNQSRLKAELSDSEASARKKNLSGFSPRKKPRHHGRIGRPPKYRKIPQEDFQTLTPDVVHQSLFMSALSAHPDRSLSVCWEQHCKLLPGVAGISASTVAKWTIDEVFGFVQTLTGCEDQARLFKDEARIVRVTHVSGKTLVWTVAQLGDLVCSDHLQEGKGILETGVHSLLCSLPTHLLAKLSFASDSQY
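Displacement of a biotinylated histone H3(1-15) peptide monomethylated at Lys9 (75 nM) from L3MBTL1 (50 nM) was measured by AlphaScreen after a 30 min room-temperature compound incubation; cefsulodin titration served as intraplate control.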
The depositor's hits bear a star; u = inconclusive; & = joins results of further samples; [ ] = remark or other dose. On the % scale 0 is the no-effect control and ±100 the full control effect; potency means the concentration at half of the fitted maximal effect. This is a subset; the hit share may differ from the screen's.

SMILES	L3MBTL1 block
C=CC[C@H](CC(=O)N(CCO)Cc1ccccc1)C(=O)N[C@H](C)COC(=O)[C@@H](CC=C)CC(=O)OC(C)(C)C	7%
CCOc1ccc(C(=O)NCC(=O)Nc2ccc3c(c2)OCO3)cc1OCC	-5%
CC(C)CC1NC(=O)c2cc(Cl)ccc2-n2c1nc1cc(F)ccc1c2=O (stereo not drawn)	-2%
CCN(CC)c1ccc(NC(=O)c2ccccn2)cc1S(=O)(=O)Nc1ccccc1OC	-9%
CCOc1cccc2sc(N3CCN(C(=O)c4ccc5ncsc5c4)CC3)nc12	-2%
CC(=O)c1ccc(C(=O)Nc2ccc3c(c2)C(=O)NC3=O)cc1	11%
O=C(c1ccccc1NS(=O)(=O)c1ccc([N+](=O)[O-])cc1[N+](=O)[O-])N1O[C@@H]2C=C[C@H]1C2	-2%
CCOC(=O)C1(Cc2ccccc2C)CCCN(S(C)(=O)=O)C1 (stereo not drawn)	0%
Cc1cc(Cl)cc(C)c1OCC(=O)NC1CCCCCC1	13%
C[C@H](CO)N1C[C@H](C)[C@@H](CN(C)CC2CC2)Oc2c(NS(=O)(=O)c3ccccc3)cccc2C1=O	6%
C=C[C@@H]1c2cc(C)ccc2N(S(=O)(=O)c2ccc(C)cc2)[C@H](c2ccccc2)C1(C#N)C#N	-3%
Cc1cccc(NC(=O)COc2coc(CN3CCN(c4ccccc4)CC3)cc2=O)c1	-6%
O=C(NC1CC1)c1sc2cc(F)ccc2c1Cl	13%
COc1ccc(CC(=O)Oc2ccc(C)cc2C)cc1	56%[activator]
COC(=O)c1c(C)[nH]c(C(=O)COC(=O)CCNS(=O)(=O)c2cccc(C(F)(F)F)c2)c1C	14%
CCc1ccccc1N(CC(=O)NC(C)(C)C)C(=O)CCC(=O)Nc1ccccn1	4%
COc1cccc(-c2ccc3ncnc(NCc4cccc(C)c4)c3c2)c1	-12%&-8%
O=c1c(-c2ccc(Cl)cc2)coc2c(CN3CCCCC3)c(O)ccc12	9%
COc1ccc([C@@H]2CC=C(C(=O)O)[C@H](c3ccc(Cl)cc3)N2S(=O)(=O)c2ccccc2C)cc1	-6%
CCOC(=O)c1nn(-c2ccc(C)cc2)c(=O)cc1OCC(=O)Nc1cccc(C)c1	-3%
Cc1cc(CNC(=O)c2cccc3c2C(=O)c2ccc(-c4ccc(F)cc4OCc4ccccc4)cc2S3(=O)=O)c(C(F)(F)F)o1	u
COc1ccc(S(=O)(=O)N2CCCCC2)cc1NC(=O)c1ccc(Cl)nc1	-5%
Cc1ccc(O)c(CNc2cccc(C)n2)c1	-4%
Cc1ccc(C(=O)OCC(=O)NCc2cccc(Cl)c2)cc1S(=O)(=O)N1CCCCC1	-6%
CCc1ccccc1NC(=O)CC(=O)Nc1ccccc1CC	1%

Other records.
SMILES	L3MBTL1 block
CCOC(=O)c1c(NC(=O)COC(=O)c2cnccn2)sc(C)c1C	5%
COc1ccc(CCNC(=O)C2CCC(=O)N2S(=O)(=O)c2ccc(C)cc2)cc1 (stereo not drawn)	6%
COc1ccc2ccc(OCC(=O)Nc3cc(C)on3)cc2c1	2%
Cc1ccc(S(=O)(=O)N(C)c2ccc(OC(=O)c3cccs3)cc2)cc1C	13%
CC1CCN(c2ccc(-c3ccc(NC(=O)c4ccco4)cc3)nn2)CC1	-4%
CC(=O)N1c2ccc(F)c(F)c2C[C@H]1C	23%
O=C(COC(=O)c1ccc(Br)o1)NCc1ccc(F)cc1	-14%
C[C@H]1CN=C(N(C)C)N1CCC1CCCC1	1%
COc1ccc(CC(=O)NCC2CCCN(Cc3ccc(OC)cc3F)C2)cc1 (stereo not drawn)	-2%
CCCCOc1ccc(C(=O)NCC(=O)NC2CCC(C)CC2)cc1 (stereo not drawn)	-8%
O=C(COc1ccccc1Br)Nc1ccc(S(=O)(=O)N2CCCC2)cc1	43%[activator]
O=C(NCCS(=O)(=O)NCC1CCCO1)c1ccccc1 (stereo not drawn)	-8%
CCOC(=O)c1c(C)[nH]c(C(=O)OCC(=O)N2CCCC2=O)c1C	3%
N#Cc1ccc(NC(=O)CSc2n[nH]c(=O)n2C2CC2)cc1	-1%
CC(C)(C)OC(=O)C[C@H]1C/C=C\C[C@@H](CC(=O)N(CCO)Cc2ccccc2)C(=O)NCCOC1=O	1%
CCN(CC(=O)Nc1ccccc1C(F)(F)F)C(=O)COc1cccc2c1OC(C)(C)C2	0%
O=S(=O)(NCc1ccccn1)C(F)(F)F	-17%
O=S(=O)(Nc1cccnc1)c1ccc(Br)c2ccccc12	14%
CCOC(=O)[C@@H]1[C@H]2COc3cc(OC)ccc3[C@H]2N2C(=O)N(c3ccc(Br)cc3)C(=O)[C@]12C	-2%
O=C(Cn1[nH]c(=O)c2ccccc2c1=O)NCCN1C(=O)S/C(=C\c2ccccc2)C1=O	-6%
O=[N+]([O-])c1ccc(CSC2=NCCS2)cc1	0%[2.29 µM]
O=C1C2C3C=CC(C3)C2C(=O)N1Nc1ccc([N+](=O)[O-])cc1[N+](=O)[O-] (stereo not drawn)	9%[2.29 µM]
CC(C)C[C@H]1CN=C(N(C)C)N1CC1CCCCCC1	0%
COc1ccc(CNC(=O)C[C@H]2C(=O)N(c3ccccc3)C[C@@H]2Cc2ccccc2)cc1	9%
Cc1cc(Br)c(NC(=O)COC(=O)CC2CC3CCC2C3)c(Br)c1 (stereo not drawn)	1%

Copied from the results shown, 16 compounds:
SMILES	L3MBTL1 block
CCCCOc1ccc(C(=O)NCC(=O)NC2CCC(C)CC2)cc1 (stereo not drawn)	-8%
O=C(COc1ccccc1Br)Nc1ccc(S(=O)(=O)N2CCCC2)cc1	43%[activator]
O=C(NCCS(=O)(=O)NCC1CCCO1)c1ccccc1 (stereo not drawn)	-8%
CCOC(=O)c1c(C)[nH]c(C(=O)OCC(=O)N2CCCC2=O)c1C	3%
N#Cc1ccc(NC(=O)CSc2n[nH]c(=O)n2C2CC2)cc1	-1%
CC(C)(C)OC(=O)C[C@H]1C/C=C\C[C@@H](CC(=O)N(CCO)Cc2ccccc2)C(=O)NCCOC1=O	1%
CCN(CC(=O)Nc1ccccc1C(F)(F)F)C(=O)COc1cccc2c1OC(C)(C)C2	0%
O=S(=O)(NCc1ccccn1)C(F)(F)F	-17%
O=S(=O)(Nc1cccnc1)c1ccc(Br)c2ccccc12	14%
CCOC(=O)[C@@H]1[C@H]2COc3cc(OC)ccc3[C@H]2N2C(=O)N(c3ccc(Br)cc3)C(=O)[C@]12C	-2%
O=C(Cn1[nH]c(=O)c2ccccc2c1=O)NCCN1C(=O)S/C(=C\c2ccccc2)C1=O	-6%
O=[N+]([O-])c1ccc(CSC2=NCCS2)cc1	0%[2.29 µM]
O=C1C2C3C=CC(C3)C2C(=O)N1Nc1ccc([N+](=O)[O-])cc1[N+](=O)[O-] (stereo not drawn)	9%[2.29 µM]
CC(C)C[C@H]1CN=C(N(C)C)N1CC1CCCCCC1	0%
COc1ccc(CNC(=O)C[C@H]2C(=O)N(c3ccccc3)C[C@@H]2Cc2ccccc2)cc1	9%
Cc1cc(Br)c(NC(=O)COC(=O)CC2CC3CCC2C3)c(Br)c1 (stereo not drawn)	1%

Continued.
SMILES	L3MBTL1 block
Cc1ccc(NS(=O)(=O)c2ccc(C(=O)N3CCOCC3)cc2)cc1	5%
COc1ccc(C(=O)NCC(=O)OCC(=O)c2c(C)[nH]c3ccccc23)cc1OC	0%
CC(C(=O)N1CCCCC1)N1CCN(S(=O)(=O)c2ccc(Cl)cc2)CC1 (stereo not drawn)	2%
CCOC(=O)C1CCCN(Cc2ccc(OCc3ccccc3)cc2)C1 (stereo not drawn)	80%[activator]
CN(C)c1cccc(C(=O)N(Cc2ccccc2)Cc2ccccc2)c1	u
CCOc1ccc(NC(=O)CN(C)C(=O)c2cn(-c3ccc(F)cc3)nc2-c2cccc(OC)c2)cc1OCC	-4%
CCOC(=O)C1CCN(S(=O)(=O)c2ccc3c(c2)CC(=O)N3)CC1	2%
Cc1cccc(CN2CCN(Cc3ccco3)CC2)c1	-14%
O=C(C[C@H]1C/C=C\CC[C@H](Cc2ccc(F)cc2)C(=O)OC[C@H]2CCCN2C1=O)N[C@H](CO)Cc1ccccc1	-8%
CCc1sc(C(=O)Nc2ccc(N3CCOCC3)cc2)cc1C	-7%
CCCCn1c(SCC(=O)NC2CCCC2)nc2ccccc2c1=O	-7%
COc1ccc(C)c2sc(N(CCN(C)C)C(=O)c3cccc(N4C(=O)CCC4=O)c3)nc12	5%
CCn1c(COC(=O)CNC(=O)c2ccccc2F)nc2cc(S(=O)(=O)N(C)C)ccc21	3%
COCCn1c(C)cc(C(=O)CN2c3cccc4cccc(c34)S2(=O)=O)c1C	-9%
COc1ccccc1NC(=O)C(=O)NCCC1CCCCN1S(=O)(=O)c1ccccc1 (stereo not drawn)	4%
Cc1ccc(NCc2ccc([N+](=O)[O-])s2)cc1	-3%
OCCNCC(O)CN1c2ccccc2Sc2ccccc21 (stereo not drawn)	-8%
Cc1cc(C)nc(NS(=O)(=O)c2ccc(NC(=O)c3ccccc3C)cc2)n1	3%[2.29 µM]
CNC(C)C#Cc1c(-c2cc(OC)c(OC)c(OC)c2)noc1C (stereo not drawn)	-9%
Cc1nnc(SCC(=O)NNC(=O)c2ccco2)s1	5%
Cc1ccsc1C(=O)OC(C)C(=O)Nc1ccc(Cl)cn1 (stereo not drawn)	-5%
Cc1ccc(NC(=O)CSCC(=O)OC(C)C(=O)Nc2ccc(S(N)(=O)=O)cc2)c(C)c1 (stereo not drawn)	-11%
O=C(C1CCC1)N1CCN(S(=O)(=O)c2ccc(Br)cc2Cl)CC1	1%
COc1ccc(CCC(=O)Nc2ccc(OC)c(S(=O)(=O)N3CCCCC3)c2)cc1	1%
CCOc1ccc(Nc2ncnc3c2cnn3C)cc1	-4%

(listing goes on)
SMILES	L3MBTL1 block
CC(C)(C)C(=O)Nc1ccccc1-c1nc2ccccc2[nH]c1=O	-3%[2.29 µM]
CN(C)C(=O)CCC(=O)N1CCCC(C(=O)c2ccc(C(F)(F)F)cc2)C1 (stereo not drawn)	3%
OC(c1ccccc1)(c1ccccc1)C1CCN(C(=S)Nc2ccc(F)cc2)CC1	-8%
CN1CCN(c2nc3c(c(=O)[nH]c(=O)n3C)n2Cc2ccc(Cl)cc2)CC1	-3%
CN1CCN(C(=O)c2cc([N+](=O)[O-])cc([N+](=O)[O-])c2)CC1	37%[activator]
CCS(=O)c1ccccc1C(=O)OC(C)C(=O)Nc1ccc(S(=O)(=O)N2CCCC2)cc1 (stereo not drawn)	-10%
O=C(CN1C(=O)NC2(CCCCC2)C1=O)Nc1ccc2[nH]c(=O)[nH]c2c1	1%
O=[N+]([O-])c1ccc(CN2CCN(c3ccc(F)cc3)CC2)o1	-9%
Cc1cccc(NC(=O)CSc2cccc3cccnc23)c1	0%
CCN(CC)C(=O)[C@H]1CC(CC(=O)NCCc2ccccn2)C(=O)N2CCc3c([nH]c4ccccc34)[C@]12C (stereo partly drawn)	7%
Cc1n[nH]c(=O)c2c(NC(=O)CSc3nc4ccccc4c(=O)n3-c3ccc(OC(F)F)cc3)oc(C)c12	-7%
COc1ccc(-n2c(=O)c(CCC(=O)N(C)Cc3cccs3)nc3ccccc32)cc1	-2%
CCCCn1c(N)c(N(CCC(C)C)C(=O)CCN2C(=O)C3CC=CCC3C2=O)c(=O)[nH]c1=O (stereo not drawn)	-4%
Clc1ccc(Cl)c(OCCCCN2CCNCC2)c1	4%
O=S(=O)(NCc1nnc2ccccn12)c1ccc(F)cc1	9%
CC1(C)Cc2c(cnn2-c2ccc(F)cc2)C(NC(=O)C(C)(C)O)C1 (stereo not drawn)	4%
CCNc1nc(NCC)n2c(SCC(=O)Nc3ccc(F)cc3)nnc2n1	28µM*
N=C1/C(=C\c2ccc(OC(=O)c3ccccc3)cc2)C(=O)N=C2SC(N3CCOCC3)=NN12	-1%
COc1ccc(C(=O)N2CCN(c3cccc(Cl)c3)CC2)cc1S(=O)(=O)NC1CC1	-2%
Cc1ccccc1C(=O)N[C@H](C(=O)OCC(=O)NC1CC1)C(C)C	-4%
O=C(COC(=O)c1ccc([N+](=O)[O-])o1)Nc1ccc(F)cc1	-2%
Cc1ccc(SCC(=O)N2CCN(S(=O)(=O)c3cccs3)CC2)cc1	1%
O=S(=O)(c1cccc(-c2n[nH]c(=S)n2-c2ccccc2Cl)c1)N1CCOCC1	2%
O=Cc1c[nH]c2cccc(OCc3ccccc3)c12	3%
COc1ccc(S(=O)(=O)NCC(c2ccc3c(c2)OCO3)N2CCN(c3ccccc3)CC2)cc1 (stereo not drawn)	-7%

Following part.
SMILES	L3MBTL1 block
Cc1cc(C)c2nc(N3C(=O)C(O)=C(C(=O)c4ccco4)C3c3cccc(O)c3)sc2c1 (stereo not drawn)	32µM*
CCN1CCC(N2CCN(c3ccc(Cl)cc3)CC2)CC1	4%
Cc1nnc(SCC(=O)N(CC(C)C)C2CCS(=O)(=O)C2)s1 (stereo not drawn)	4%
O=C(Nc1ccc(Nc2ccccc2)cc1)c1cc([N+](=O)[O-])ccc1Cl	-20%
CC(=O)c1c(C)[nH]c(C(=O)OCC(=O)Nc2ccc3[nH]c(=O)[nH]c3c2)c1C	5%
COc1cc(OC)c(OC)cc1CN1CCN(Cc2cccc(F)c2)CC1	1%
COc1cc(NC(=O)c2ccccc2-n2cnnn2)cc(OC)c1	-6%
COc1ccccc1CNC(=O)COC(=O)c1cccc(S(=O)(=O)N2CCOCC2)c1	6%
C[C@H](CO)N1C[C@H](C)[C@@H](CN(C)S(=O)(=O)c2ccccc2)Oc2ccc(NC(=O)Nc3ccc4c(c3)OCO4)cc2C1=O	-18%
O=C(COC(=O)c1cc(Cl)ccc1[N+](=O)[O-])NC1CC1	-4%

High-throughput results (PubChem BioAssay)
